PfHsp90 set2 = growth inhibition of PfHsp90-expressing yeast, primary screen, antimalarial PfHsp90 inhibitor project, S. cerevisiae, BacTiter-Glo luminescence, single point, set 2. 310,000 compounds, 0.32% hits. BacTiter-Glo ATP, 48 h; yeast lacking PDR1 and PDR3 efflux regulators. inhibition, % at 9.4 µM;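 active = every replicate shows inhibition above about 80%, whatever the replicate mean, limit read from the data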;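 also: 0% = DMSO neutral controls and 100% = 20 µM radicicol positive controls; yeast relying on Plasmodium falciparum Hsp90 in place of its own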
CAL PDZ FP-1 = CAL PDZ peptide-binding inhibitors, primary screen, biochemical, fluorescence polarization, Cer-tagged CAL PDZ, HTS; Golgi-associated PDZ and coiled-coil motif-containing protein (Homo sapiens), Q9HD26; purified CAL PDZ, TMR-peptide fluorescence polarization, 1 h; inhibition, % at 20 µM; 330,000 compounds, 0.02% hits; AID 504414, 2011;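 active = highest replicate inhibition of at least 40%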;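 also: plate controls were DMSO neutral control wells for no effect and unlabeled competitor peptide control wells for full effect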
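Read-out basis: mP drop reported as inhibition | Assay system: Tagged CAL PDZ protein CerCALP, purified | Benchmarks: Unlabelled peptide for full inhibition, DMSO wells as neutral | Schedule: 1 h incubation at room temperature before polarization reading | Buffer or medium: Sodium phosphate/NaCl buffer pH 7.4 with TCEP, IgG, Thesit | Doses: Single point, 20 µM | Measured by: Fluorescence polarization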
CAL PDZ FP-2 = untagged CAL PDZ binding inhibitors, primary screen, biochemical, fluorescence polarization, HTS; purified CAL PDZ, TMR-peptide fluorescence polarization, 1 h; 300,000 compounds, 0.92% hits; inhibition, % at 24.9 µM; AID 602252, 2012;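 active = mean inhibition of at least 30% with at least half of replicates also reaching 30%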;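 also: 0% = DMSO neutral control and 100% = excess unlabeled competitor peptide PRC23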
SR-BI DiI inh = inhibitors of SR-BI mediated HDL lipid uptake, primary screen, ldlA[mSR-BI] cells, fluorescence, single point; 320,000 compounds, 0.96% hits; ldlA[mSR-BI] CHO cells, DiI-HDL uptake fluorescence, 3 h; AID 488896, 2010; inhibition, % at 12.5 µM; Scavenger receptor class B member 1 (Mus musculus), Q61009;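 active = mean replicate inhibition of at least 70% and a set share of replicates each scoring 70 or more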;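 also: 0% = median of neutral control wells and 100% = median of positive control wells; values of inactives mirror those of a sister screen read the other way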
MITF act = activators of MITF-driven TRPM1 promoter reporter, primary screen, cell-based, SK-MEL-5, luciferase, single point; SK-MEL-5 TRPM1-promoter luciferase, 24 h; % of positive control, neutral wells = 0; activation, % at 12.5 µM; 300,000 compounds, 0.75% hits;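 active = mean activation of at least 80% with every replicate also reaching 80%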;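 also: 0% = neutral control wells and 100% = parthenolide positive control wells; values of inactives mirror those of a sister screen read the other way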
Rtt109 Vps75 = inhibitors of C. albicans Rtt109/Vps75 HAT, primary screen, biochemical, ThioGlo CoA-SH fluorescence, plate reader. purified Rtt109/Vps75, 4 h. inhibition, % at 34.9 µM. 330,000 compounds, 0.16% hits. AID 540336, 2011;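 active = inhibition of at least 50% in every replicate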
Target sequence (Q5AAJ8 whole entry, looked up): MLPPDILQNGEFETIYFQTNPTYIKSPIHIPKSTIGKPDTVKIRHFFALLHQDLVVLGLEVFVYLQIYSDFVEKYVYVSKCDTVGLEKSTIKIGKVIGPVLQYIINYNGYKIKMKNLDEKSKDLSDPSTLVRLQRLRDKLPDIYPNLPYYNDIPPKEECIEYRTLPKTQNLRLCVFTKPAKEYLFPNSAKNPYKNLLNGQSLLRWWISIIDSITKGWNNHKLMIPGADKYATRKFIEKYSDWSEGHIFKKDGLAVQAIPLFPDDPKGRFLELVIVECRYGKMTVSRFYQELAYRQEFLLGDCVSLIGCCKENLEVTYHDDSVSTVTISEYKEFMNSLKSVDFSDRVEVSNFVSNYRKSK
NSD2 HMT inh = NSD2 histone methyltransferase inhibitors, primary screen, biochemical, AlphaScreen, single concentration, set 2; Histone-lysine N-methyltransferase NSD2 (Homo sapiens), O96028; NSD2 peptide methylation, 120 min; inhibition, % at 12.5 µM; 310,000 compounds, 0.54% hits; AID 743445, 2014; in the data active = inhibition above about 50%
dFosB activator = activators of delta FosB homodimer, primary screen, biochemical, fluorescence polarization, TAMRA-CDK5 oligo, single point | Protein FosB (Mus musculus), P13346 | purified delta FosB; percent of positive-control signal above neutral wells | activation, % at 25 µM | 340,000 compounds, 0.99% hits | AID 493131, 2011;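 active = mean activation above about 17%, with every replicate also reaching it, limit read from the data, passing the limit was not always enough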;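 also: fluorescence polarization rise as delta FosB binds a TAMRA Cdk5 AP-1 oligo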
Target sequence (P13346 whole entry, looked up): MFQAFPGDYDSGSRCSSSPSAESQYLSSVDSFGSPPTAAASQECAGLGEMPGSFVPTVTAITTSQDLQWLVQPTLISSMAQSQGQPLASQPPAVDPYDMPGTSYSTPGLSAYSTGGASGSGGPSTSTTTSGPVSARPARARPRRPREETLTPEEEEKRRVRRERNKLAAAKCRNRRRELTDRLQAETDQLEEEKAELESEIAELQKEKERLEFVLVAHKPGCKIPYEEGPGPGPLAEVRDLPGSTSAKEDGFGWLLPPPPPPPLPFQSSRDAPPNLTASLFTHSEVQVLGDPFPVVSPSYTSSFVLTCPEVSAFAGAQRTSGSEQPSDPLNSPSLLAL
PvdQ acylase = P. aeruginosa PvdQ acylase inhibitors, primary screen, biochemical, fluorescence, plate reader and imaging, single point; purified PvdQ acylase; inhibition, % at 10 µM; 340,000 compounds, 0.063% hits; AID 488965, 2010; in the data active = inhibition above about 30%, passing the limit was not always enough;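 also: 0% = vehicle neutral wells and 100% = reference inhibitor wells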
SR-BI DiI-HDL act = activators of SR-BI mediated DiI-HDL uptake, primary screen, ldlA[mSR-BI] CHO cells, DiI fluorescence. 3 h; 100 = double the neutral-control signal. activation, % at 12.5 µM. 320,000 compounds, 0.096% hits;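 active = mean replicate activation of at least 60% and every replicate at or above 60%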;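 also: 0% = median plate neutral-control signal and 100% = twice that signal; values of inactives mirror those of a sister screen read the other way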
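System: CHO ldlA[mSR-BI] cells / Medium: HEPES-buffered (25 mM, pH 7.4) F12 plus 0.5% BSA / Probe or stimulus: labelled HDL, 10 µg/mL / Doses: single compound concentration, delivered by pin transfer / Schedule: 3 h, 37 °C / Measured by: DiI fluorescence, bottom read / Measure: cell-associated DiI fluorescence as measure of HDL uptake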
Starred values were filed as active, the others as inactive; . = no result given.

Every second line gives: PfHsp90 set2	CAL PDZ FP-1	CAL PDZ FP-2	SR-BI DiI inh	MITF act	Rtt109 Vps75	NSD2 HMT inh	dFosB activator	PvdQ acylase	SR-BI DiI-HDL act
- C/C(=N\NC(=O)CSCc1cccc(Br)c1)c1ccc([N+](=O)[O-])cc1
  .	-1.1	.	4	.	10	2	1	0	-4
- CCCCNC(=O)CCNS(=O)(=O)c1ccc(Br)cc1
  -2	-2.4	-5	-1	0	.	35	3	2	1
- CC1(C)CC(=O)C(C=Nc2ccc3cn[nH]c3c2)=C(O)C1
  -6	-1.5	-2	-22	-37	5	5	-3	4	22
- CCCCNC(=O)C(C)N(CCN(C)C)C(=O)CCCCCN1C(=O)NC(c2ccc(Cl)cc2)C(C(=O)OCc2ccccc2)=C1C (configuration not stated)
  -1	0.3	-7	15	-94	5	.	18*	7	-15
- Cc1cc(C)c(C#N)c(SCCS(=O)(=O)Cc2ccc(Cl)cc2)n1
  -19	-0.7	-3	51	16	-1	-1	-11	-13	-51
- CN(CC(=O)Nc1cccc(F)c1)C(=O)C1CC(=O)N(CCc2ccccc2)C1 (configuration not stated)
  .	-1.0	-1	-8	-10	-2	-1	-14	-12	8
- Cc1cccc(NC(=O)c2cnn(-c3ccccc3)c2C)c1C
  11	-1.1	-3	8	.	-2	-3	8	-4	-8
- COC(=O)c1cc(Br)ccc1NC(=O)CCNC(=O)c1ccco1
  24	-1.9	-3	.	0	-9	-8	-7	-10	.
- CCCCCCCCN1[C@@H](CC(=O)OCC)c2cc(C(F)(F)F)ccc2S1(=O)=O
  .	-2.6	0	12	3	2	.	-10	-10	-12
- CCN(C(=O)c1cc2c(=O)n3ccccc3nc2n1C)C1CCCCC1
  19	-1.0	-6	10	26	-9	47	-7	-5	-10
- CC(=O)Nc1ccc(NC(=O)[C@@H]2CCCN2S(=O)(=O)c2ccc3c(c2)OCCO3)cc1
  -11	-1.3	21	-4	1	1	0	-5	-9	4
- CCOc1cccc(SCc2noc(C(=O)NCC3CCCO3)c2C(=O)O)c1 (configuration not stated)
  13	0.7	2	-6	-11	1	.	-1	-6	6
- COc1ccc(C2C(C(=O)N3CCC(C(N)=O)CC3)CC(=O)N2c2ccc(OC)cc2)cc1 (configuration not stated)
  6	-0.8	0	-14	4	4	2	-5	4	14
- Clc1ccc(CN2C3=NCCCN3c3ccccc32)c(Cl)c1
  7	-0.8	0	-21	7	0	4	-11	-7	21
- Cc1ccc(S(=O)(=O)Cc2ccc(C(=O)NCc3ccc4c(c3)OCO4)o2)cc1
  4	-0.2	0	-12	-3	-4	6	-10	-18	12
- O=C(NCCCN1CCOCC1)c1ccccc1N1C(=O)[C@@H]2Cc3c([nH]c4ccccc34)C(c3cccc(Cl)c3)N2C1=O (some centres not stated)
  -8	-0.8	0	46	-9	18	.	-2	-5	-46
- CCN(CC)C(=O)Cn1cc(SCC(=O)NC2CCCC2)c2ccccc21
  -7	0.2	-18	-14	4	-8	-1	-4	-13	14
- COc1ccc(CCC(=O)NCCc2ccc(OC)c(OC)c2)cc1
  -2	0.1	-3	4	-8	-7	-2	-10	-17	-4
- Cc1cc(=O)n2ccccc2c1C#N
  7	-1.6	.	-25	-4	-432	1	-4	10	25
- O=C(O)c1cccc(Cn2cc(Cl)cn2)c1
  7	0.4	-2	-17	1	0	-1	5	3	17

The list goes on.
Every second line gives: PfHsp90 set2	CAL PDZ FP-1	CAL PDZ FP-2	SR-BI DiI inh	MITF act	Rtt109 Vps75	NSD2 HMT inh	dFosB activator	PvdQ acylase	SR-BI DiI-HDL act
- O=C(COC(=O)/C=C/c1ccc(OC(F)F)cc1)NCCN1C(=O)CSC1=O
  2	-2.0	-1	-8	-7	-1	-5	-3	-19	8
- NS(=O)(=O)c1cccc(NC(=O)COC(=O)CNC(=O)c2ccc(-c3ccccc3)cc2)c1
  3	-1.2	5	-10	21	27	0	5	14	10
- Nn1c(COc2ccccc2F)nnc1SCC(=O)NC1CC1
  .	-2.1	-2	3	-3	13	-1	-1	5	-3
- O=C(COc1ccc(Br)cc1)NNC(=S)NC(=O)c1ccccc1[N+](=O)[O-]
  -8	-0.7	-1	-4	-19	8	4	-1	-3	4
- COc1ccc(/C=C2\SC(=O)N(CCc3nnc(N)s3)C2=O)cc1
  -1	-2.8	-1	.	39	-5	-1	-3	-5	.
- CCCCN1C(=O)c2ccc(C(=O)NCCN3C(=O)S/C(=C\c4cccnc4)C3=O)cc2C1=O
  -6	-2.5	-4	-14	-2	7	17	-9	-3	14
- Nc1nnc(SCC(=O)Nc2ccccc2)s1
  -2	-0.1	5	-14	10	-3	22	-9	1	14
- Cc1ccc(C(=O)N[C@H](C(=O)N2CCN(c3ccccc3F)CC2)C(C)C)cc1
  12	-3.3	-3	.	-13	-2	-2	1	-10	.
- COC(=O)Cn1c(=O)c2c(nc(Br)n2CC(=O)OC)n(C)c1=O
  -17	-3.0	0	7	-2	5	-5	-12	0	-7
- Cc1ccc(S(=O)(=O)c2ccc(Cl)cc2)cc1S(=O)(=O)N1CCOCC1
  .	-2.4	-4	-4	.	.	116*	-3	2	4
- CCCN1CCc2c(sc(NC(=O)c3ccc(S(=O)(=O)N4CCN(C(=O)OCC)CC4)cc3)c2C(N)=O)C1
  -4	-4.3	-4	-1	-48	-2	.	4	-6	1
- CCOc1cc2c(cc1O)CCC1C2CCC2(C)C(O)CCC12 (configuration not stated)
  -7	-0.8	4	0	-20	11	2	0	-1	0
- O=C(Nc1ccc2nc3n(c(=O)c2c1)CCCC3)c1ccc(Cl)nc1
  6	-0.8	0	.	6	-2	.	-10	-3	.
- O=C(CCn1c2c(c3ccccc31)CCCC2)NNC(=O)c1ccccc1C(=O)O
  9	-1.6	-10	-3	-3	-8	3	4	5	3
- CCOC(=O)CC1=C(C(=O)OCC)C(c2ccc(OC)cc2OC)C(C#N)=C(N)O1 (configuration not stated)
  14	-0.7	-1	-1	7	-2	1	9	-16	1
- COc1ccccc1-n1cnnc1SCC(=O)N1CCN(C(=O)c2ccco2)CC1
  -30	0.3	.	-22	-2	-10	0	2	-16	22
- NC(=O)COC(=O)c1ccc(S(=O)(=O)N2CCCCCC2)cc1
  -31	-1.6	-3	-9	1	-12	-3	1	-15	9
- COc1ccccc1N1CCN(C(=S)Nc2ccc(S(=O)(=O)N3CCOCC3)cc2)CC1
  7	-1.6	4	28	-22	.	-1	-10	2	-28
- NC(=O)NC(=O)C(Nc1ccc2c(c1)CCC2)c1ccccc1 (configuration not stated)
  16	-3.1	0	-13	3	.	11	-4	5	13
- Cc1ccc(S(N)(=O)=O)cc1NC(=O)c1ccc2c3c(cccc13)CC2
  -2	-2.1	-2	15	.	15	11	-7	10	-15

Next part:
Every second line gives: PfHsp90 set2	CAL PDZ FP-1	CAL PDZ FP-2	SR-BI DiI inh	MITF act	Rtt109 Vps75	NSD2 HMT inh	dFosB activator	PvdQ acylase	SR-BI DiI-HDL act
- COc1ccc(C[C@H]2CN3C(=NC[C@@H]3C(C)C)N2CCNC(=O)c2ccc(C)c(Br)c2)cc1
  -1	-4.6	-3	1	-62	20	.	5	-9	-1
- Cc1ccc(-c2nnn(CC(=O)NCCc3ccc4c(c3)OCO4)n2)cc1
  0	-0.2	-4	-5	-9	-3	-7	4	17	5
- Cc1ccc(-c2csc(NNC(=O)c3ccccc3)n2)cc1
  -49	0.8	-14	16	-2	-6	-1	-6	11	-16
- Cc1ccc(OCC(=O)OC2CCCN(C)C2)cc1 (configuration not stated)
  20	-1.8	1	-5	7	-4	-2	0	-6	5
- CCCOc1cccc(C(=O)NCCNC(=O)c2cnccn2)c1
  8	-0.8	.	.	-12	-13	7	-5	-24	.
- CSc1ccc(C(=O)C2CCCN(C(=O)Cc3nonc3C)C2)cc1 (configuration not stated)
  -15	-1.0	-1	-14	0	.	-4	6	-3	14
- Cc1ccsc1/C=N/n1c(-c2ccccc2)n[nH]c1=S
  -5	0.0	-3	-23	-15	5	2	-11	4	23
- CCOC(=O)c1nc(Nc2cc(Cl)ccc2OC)c2ccccc2n1
  -4	-1.5	7	13	-16	.	-1	-15	-9	-13
- O=C(CC1OC(=O)c2ccccc21)Nc1ccc(Cl)c(S(=O)(=O)N2CCCCC2)c1 (configuration not stated)
  -9	-2.2	-4	15	-9	12	-2	-10	-7	-15
- COc1ccc(CCN=C2SCC(=O)N2C)cc1OC
  -17	-0.8	-1	17	3	4	0	-7	-7	-17
- CC(C)C1=NOC(C(=O)N2CCC(N3CCC(C(=O)N4CCOCC4)CC3)CC2)C1 (configuration not stated)
  .	-1.5	-1	-10	-5	10	-5	-6	-1	10
- COc1ccccc1CNC(=O)[C@H](C)NC(=O)C1CCN(C(=O)[C@H](CCSC)NC(=O)OC(C)(C)C)CC1
  8	0.2	3	9	-3	-6	.	-2	-7	-9
- CCCN1CCN(S(=O)(=O)c2ccc(-c3cc(C)no3)s2)CC1
  6	-1.6	-4	-12	-3	-3	0	-4	-12	12

Source: PubChem BioAssay
